Source: PubChem BioAssay
Mtb BioA inh: BioA (M. tuberculosis) enzyme inhibition. purified M. tuberculosis BioA enzyme, plate reader. inhibition, % at 9.99 µM. actives 0.096% (n = 360,000); in the data active = inhibition above about 40%
An asterisk follows results filed as active. The list is partial; the hit share may differ from the screen's.

Preview (7 entries):
SMILES	Mtb BioA inh
O=C(C[C@@H]1CC[C@H](NC(=O)c2ccc3c(c2)OCO3)[C@@H](CO)O1)NCc1ccc(Cl)cc1	-3.6
CCNC(=O)C[C@@H]1C=C[C@@H](NC(=O)C2CC2)[C@@H](CO)O1	-2.3
O=C(C[C@@H]1CC[C@H](NC(=O)c2ccc3c(c2)OCO3)[C@H](CO)O1)NCc1ccc(Cl)cc1	1.9
O=C(Nc1ccc(Cl)cc1)N[C@H]1CC[C@H](CCn2cc(C3(O)CCCC3)nn2)O[C@@H]1CO	3.6
C[C@H]1CN([C@@H](C)CO)S(=O)(=O)c2ccc(-c3cccc(C#N)c3)cc2O[C@H]1CN(C)Cc1cccc(F)c1	0.0
C[C@@H]1CN([C@@H](C)CO)C(=O)c2cc(-c3ccncc3)cnc2O[C@H]1CN(C)C(=O)c1ccc(F)cc1	0.0
O=C(C[C@@H]1C[C@@H]2c3cc(NC(=O)C4CCC4)ccc3O[C@@H]2[C@@H](CO)O1)NCc1ccccc1	-1.8

This part in full, repeating the preview:
SMILES	Mtb BioA inh
O=C(C[C@@H]1CC[C@H](NC(=O)c2ccc3c(c2)OCO3)[C@@H](CO)O1)NCc1ccc(Cl)cc1	-3.6
CCNC(=O)C[C@@H]1C=C[C@@H](NC(=O)C2CC2)[C@@H](CO)O1	-2.3
O=C(C[C@@H]1CC[C@H](NC(=O)c2ccc3c(c2)OCO3)[C@H](CO)O1)NCc1ccc(Cl)cc1	1.9
O=C(Nc1ccc(Cl)cc1)N[C@H]1CC[C@H](CCn2cc(C3(O)CCCC3)nn2)O[C@@H]1CO	3.6
C[C@H]1CN([C@@H](C)CO)S(=O)(=O)c2ccc(-c3cccc(C#N)c3)cc2O[C@H]1CN(C)Cc1cccc(F)c1	0.0
C[C@@H]1CN([C@@H](C)CO)C(=O)c2cc(-c3ccncc3)cnc2O[C@H]1CN(C)C(=O)c1ccc(F)cc1	0.0
O=C(C[C@@H]1C[C@@H]2c3cc(NC(=O)C4CCC4)ccc3O[C@@H]2[C@@H](CO)O1)NCc1ccccc1	-1.8
CCCC(=O)Nc1ccc2c(c1)C(=O)N(C)C[C@@H](OC)[C@H](C)CN(C(=O)CN1CCOCC1)[C@H](C)CO2	-2.0
CO[C@@H]1CN(C)C(=O)c2cc(NC(=O)Nc3cc(F)ccc3F)ccc2OC[C@@H](C)N(C(=O)c2ccccn2)C[C@@H]1C	-0.5
COC(=O)[C@@H]1[C@@H](CO)[C@@H]2Cn3c(ccc(-c4ccccc4OC)c3=O)[C@@H]2N1CC1CCOCC1	-0.5
C[C@H](CO)N1C[C@H](C)[C@@H](CN(C)Cc2ccc(C(=O)Nc3ccccc3N)cc2)Oc2ccc(NC(=O)Cc3cn(C)c4ccccc34)cc2CC1=O	4.5
CC(=O)N(C)C[C@H]1Oc2cc(C#CC3CCCC3)ccc2S(=O)(=O)N([C@H](C)CO)C[C@@H]1C	-0.9
O=C(Nc1cccc(Cl)c1)N1C[C@@H]2[C@H](c3ccccc31)[C@@H](CO)N2CC1CCCCC1	-2.7
C[C@@H]1CN([C@H](C)CO)C(=O)Cc2cc(NC(=O)CCN3CCOCC3)ccc2O[C@@H]1CN(C)S(=O)(=O)c1cn(C)cn1	-4.4
C[C@H](CO)N1C[C@H](C)[C@H](CN(C)Cc2ccc(Cl)c(Cl)c2)Oc2ccc(NC(=O)C3CC3)cc2CC1=O	-0.7
COCC(=O)Nc1ccc2c(c1)[C@H]1C[C@H](CC(=O)N3CCOCC3)O[C@H](CO)[C@H]1O2	-1.1
C[C@@H]1CN([C@H](C)CO)C(=O)c2cc(-c3ccc(F)cc3)cnc2O[C@H]1CN(C)Cc1ccccn1	2.1
O=C(C[C@@H]1C[C@H]2c3cc(NS(=O)(=O)c4ccc(F)cc4)ccc3O[C@H]2[C@H](CO)O1)NCCN1CCCCC1	0.6
Cn1cnc(CCNC(=O)C[C@@H]2CC[C@@H]3[C@H](COC[C@@H](O)CN3C(=O)Nc3ccc(Cl)cc3)O2)c1	3.5
O=C(C[C@@H]1C=C[C@H](NC(=O)c2ccc3c(c2)OCO3)[C@H](CO)O1)NCc1ccc(Cl)cc1	-0.2
COCC(=O)Nc1ccc2c(c1)OC[C@@H](C)NC[C@H](C)[C@H](OC)CN(C)C2=O	-3.3
COc1ccc(S(=O)(=O)N(C)C[C@H]2Oc3ccc(NS(=O)(=O)c4c(C)noc4C)cc3C(=O)N([C@H](C)CO)C[C@H]2C)cc1	0.3
CCC(=O)N(C)C[C@@H]1Oc2cc(C#CC3CC3)ccc2S(=O)(=O)N([C@H](C)CO)C[C@@H]1C	1.1
C[C@@H]1CN([C@@H](C)CO)C(=O)Cc2cc(NC(=O)CCC(F)(F)F)ccc2O[C@H]1CN(C)Cc1ccncc1	1.0
OC[C@@H]1Nc2ccc(C#Cc3ccc(F)cc3)cc2[C@H]2[C@@H]1CCN2Cc1ccc2c(c1)OCO2	-4.7
C[C@H](CO)N1C[C@H](C)[C@H](CN(C)Cc2ccccc2)Oc2ccc(NC(=O)C3CC3)cc2C1=O	3.5
C[C@H]1CN([C@@H](C)CO)C(=O)c2cc(NC(=O)Cc3cn(C)c4ccccc34)ccc2O[C@@H]1CN(C)Cc1ccc(C(F)(F)F)cc1	-0.4
O=C(c1cccc(F)c1)N1CCCCN2[C@@H](CO)[C@@H](c3ccc(-c4ccccc4)cc3)[C@@H]2C1	0.4
C[C@H]1CN([C@@H](C)CO)C(=O)c2cc(NC(=O)Cc3ccccc3)ccc2O[C@H]1CN(C)Cc1ccc(C(=O)Nc2ccccc2N)cc1	0.5
COc1cccc(S(=O)(=O)N2CC[C@@H]3[C@H]2c2cc(C4=CCCCC4)ccc2N(C)[C@H]3CO)c1	0.0
O=C(C[C@H]1CC[C@@H](NC(=O)Nc2cc(F)ccc2F)[C@@H](CO)O1)Nc1ccc(-c2ccccc2)cc1	0.4
C[C@@H]1CN([C@@H](C)CO)C(=O)c2cccc(NS(=O)(=O)c3ccc(F)cc3)c2O[C@@H]1CN(C)S(C)(=O)=O	-1.2
O=C(C[C@@H]1CC[C@H]2[C@@H](COC[C@H](O)CN2C(=O)Nc2ccc(F)cc2)O1)NCCc1ccncc1	-0.7
C[C@@H]1CN([C@@H](C)CO)C(=O)c2cc(NC(=O)Nc3ccc4c(c3)OCO4)ccc2O[C@@H](C)CCCCO[C@@H]1CN(C)S(=O)(=O)c1ccc(F)cc1	1.4
C[C@H]1CN([C@@H](C)CO)C(=O)Cc2cc(NC(=O)CCCN(C)C)ccc2O[C@@H]1CN(C)S(C)(=O)=O	0.2
CCCN(C)C[C@@H]1Oc2cc(-c3ccccc3C)ccc2S(=O)(=O)N([C@H](C)CO)C[C@@H]1C	2.3
C[C@H](CO)N1C[C@H](C)[C@@H](CN(C)C(=O)CC2CC2)Oc2ncc(C#CC3CC3)cc2C1=O	-0.3
CNC(=O)C[C@H]1CC[C@@H]2[C@H](COC[C@H](O)CN2C(=O)c2ccc3c(c2)OCO3)O1	1.6
CO[C@@H]1CN(C)C(=O)c2ccc(NC(=O)C3CCOCC3)cc2OC[C@@H](C)N(CC2CC2)C[C@H]1C	-2.5
COc1ccc(S(=O)(=O)N(C)C[C@@H]2OCCCC[C@H](C)Oc3ccc(NS(=O)(=O)c4ccc(C)cc4)cc3C(=O)N([C@H](C)CO)C[C@H]2C)cc1	-1.4
CO[C@@H]1CN(C)C(=O)c2cc(NC(=O)Nc3ccccc3)ccc2OC[C@H](C)N(C(=O)CC2CC2)C[C@@H]1C	2.2
O=C(C[C@@H]1CC[C@H]2[C@@H](COC[C@H](O)CN2S(=O)(=O)c2ccccc2)O1)NCc1ccc(-c2ccccc2)cc1	2.6
COc1ccc(NC(=O)N(C)C[C@H]2Oc3ccc(NC(=O)Nc4cccc5ccccc45)cc3C(=O)N([C@@H](C)CO)C[C@H]2C)cc1	1.7
COc1ccc(-c2ccc([C@H]3[C@@H](C#N)N(C(=O)NC4CCCCC4)[C@@H]3CO)cc2)cc1	-0.1
COc1ccc(CN(C)C[C@H]2OCCCC[C@H](C)Oc3ccc(NC(=O)Nc4ccc(F)cc4)cc3C(=O)N([C@@H](C)CO)C[C@H]2C)cc1	-1.7
C[C@@H]1CN([C@@H](C)CO)C(=O)Cc2cc(NC(=O)Cc3ccccc3)ccc2O[C@@H]1CN(C)Cc1ccncc1	4.8
C[C@H]1CN([C@@H](C)CO)C(=O)Cc2cc(NC(=O)c3ccncc3)ccc2O[C@@H]1CN(C)Cc1ccc(C(F)(F)F)cc1	0.3
CO[C@H]1CN(C)C(=O)c2ccc(NC(=O)C3CC3)cc2OC[C@@H](C)N(Cc2ccccc2)C[C@H]1C	3.5
O=C(C[C@H]1CC[C@H]2[C@@H](COC[C@@H](O)CN2S(=O)(=O)c2ccccc2Cl)O1)N1CCC(Cc2ccccc2)CC1	4.7
Cc1ccccc1NC(=O)Nc1ccc2c(c1)C(=O)N(C)[C@H]1CC[C@@H](CC(=O)NCC3CC3)O[C@H]1CO2	6.6
CO[C@H]1CN(C)C(=O)c2ccc(NC(=O)C3CCC3)cc2OC[C@H](C)N(Cc2ccncc2)C[C@H]1C	-3.4
COCc1cn(CC[C@@H]2CC[C@H](NC(=O)Nc3c(C)noc3C)[C@@H](CO)O2)nn1	1.4
COc1ccc(CN(C)C[C@@H]2Oc3ccc(NC(=O)C4CCCCC4)cc3CC(=O)N([C@@H](C)CO)C[C@H]2C)cc1	1.8
C[C@H]1CN([C@@H](C)CO)C(=O)c2cc(NC(=O)Nc3ccc(F)cc3)ccc2O[C@H]1CN(C)S(=O)(=O)c1ccc(Cl)cc1	-3.1
O=C(C[C@@H]1CC[C@@H]2[C@H](COC[C@H](O)CN2S(=O)(=O)c2ccc(Oc3ccccc3)cc2)O1)Nc1ccccc1	0.9
C[C@@H]1CCCCO[C@@H](CN(C)C(=O)c2ccccc2)[C@@H](C)CN([C@H](C)CO)C(=O)c2cc(NC(=O)NC3CCCCC3)ccc2O1	-0.6
C[C@@H]1CN([C@@H](C)CO)S(=O)(=O)c2ccc(-c3cncnc3)cc2O[C@H]1CN(C)C(=O)CC1CC1	-1.1
C[C@@H]1CN([C@@H](C)CO)C(=O)c2cc(NC(=O)CCCN(C)C)ccc2O[C@@H]1CN(C)S(=O)(=O)c1ccccc1	0.5
O=C(Nc1ccccc1)N1CCCCN2[C@H](C1)[C@@H](c1ccc(C#Cc3cccnc3)cc1)[C@@H]2CO	3.8
C[C@@H]1CCCCO[C@H](CN(C)S(=O)(=O)c2cccs2)[C@H](C)CN([C@H](C)CO)C(=O)c2cc(NS(=O)(=O)c3ccc(F)cc3)ccc2O1	-2.4
Next section:
SMILES	Mtb BioA inh
CC(C)CC#Cc1ccc2c(c1)O[C@H](CN(C)Cc1ccc(F)cc1)[C@@H](C)CN([C@H](C)CO)S2(=O)=O	1.2
CCC(=O)Nc1ccc2c(c1)OC[C@@H](C)N(Cc1ccccc1F)C[C@H](C)[C@@H](OC)CN(C)C2=O	-0.7
CCC(=O)N(C)C[C@H]1Oc2ncc(C#C[C@H](C)O)cc2C(=O)N([C@H](C)CO)C[C@H]1C	1.8
C[C@H]1CN([C@@H](C)CO)C(=O)c2cccc(NS(=O)(=O)c3ccc(F)cc3)c2O[C@@H]1CN(C)S(=O)(=O)c1ccc(Cl)cc1	1.2
COCC#Cc1ccc2c(c1)O[C@H](CN(C)C(=O)c1ccccc1)[C@H](C)CN([C@@H](C)CO)S2(=O)=O	-0.2
CCNC(=O)[C@@H]1[C@@H](CO)[C@@H]2Cn3c(ccc(-c4cccc(F)c4)c3=O)[C@@H]2N1Cc1cc(F)ccc1F	8.3
C[C@H]1CN([C@@H](C)CO)C(=O)c2cc(NC(=O)c3ccncc3)ccc2O[C@@H]1CN(C)C	2.8
COCCNC(=O)C[C@H]1CC[C@@H]2[C@@H](COc3ccc(NC(=O)c4ccno4)cc3C(=O)N2C)O1	0.2
Cc1noc(C)c1NC(=O)Nc1ccc2c(c1)C(=O)N([C@@H](C)CO)C[C@@H](C)[C@@H](CN(C)Cc1ccncc1)OCCCC[C@@H](C)O2	-0.2
C[C@H](CO)N1C[C@H](C)[C@@H](CN(C)Cc2ccccc2)Oc2cc(C#CC3CC3)ccc2S1(=O)=O	14.4
C[C@@H]1CN([C@@H](C)CO)C(=O)c2cc(NC(=O)Nc3ccc(C(F)(F)F)cc3)ccc2O[C@@H]1CN(C)Cc1ccc(C(=O)Nc2ccccc2N)cc1	0.0
C/C=C/c1ccc2c(c1)O[C@@H](CN(C)Cc1ccc(F)cc1)[C@H](C)CN([C@@H](C)CO)S2(=O)=O	-3.8
COc1cccc(NC(=O)N[C@H]2CC[C@@H](CC(=O)Nc3ccc(-c4ccccc4)cc3)O[C@@H]2CO)c1	-3.1
CCC(=O)N(C)C[C@H]1Oc2ncc(-c3ccc(C(=O)N(C)C)cc3)cc2C(=O)N([C@H](C)CO)C[C@@H]1C	-0.5
CO[C@H]1CN(C)C(=O)c2cc(NC(=O)NC3CCCCC3)ccc2OC[C@H](C)N(CC2CC2)C[C@@H]1C	1.7
CCCC#Cc1ccc([C@@H]2[C@@H](CO)N3CCCCN(S(=O)(=O)c4ccccc4C)C[C@@H]23)cc1	-4.6
CC(C)NC(=O)NCC[C@H]1CC[C@H](NS(=O)(=O)c2ccc(-c3ccccc3)cc2)[C@@H](CO)O1	2.3
C[C@@H]1CN([C@H](C)CO)C(=O)c2cccc(NC(=O)c3ccc(-c4nccs4)cc3)c2O[C@H]1CN(C)Cc1ccc(-c2ccccc2)cc1	-6.0
C[C@@H](O)C#Cc1ccc2c(c1)O[C@@H](CN(C)C(=O)C1CCCCC1)[C@@H](C)CN([C@@H](C)CO)S2(=O)=O	1.7
CN(C)C(=O)C[C@@H]1CC[C@H](NC(=O)c2ccc(F)cc2)[C@@H](CO)O1	4.3

Shown with bars between the fields: entries from further up
compound | Mtb BioA inh
OC[C@@H]1Nc2ccc(C#Cc3ccc(F)cc3)cc2[C@H]2[C@@H]1CCN2Cc1ccc2c(c1)OCO2 | -4.7
COCCNC(=O)C[C@H]1CC[C@@H]2[C@@H](COc3ccc(NC(=O)c4ccno4)cc3C(=O)N2C)O1 | 0.2
